Compound activity: PubChem, National Center for Advancing Translational Sciences (NCATS)
AMA1-RON2 inh: qHTS for Inhibitors of AMA1-RON; Towards Development of Antimalarial Drug Lead: Primary Screen | Potency, µM (doses to about 58.2 µM), inactives show at the top dose activity change, negative = inhibition, most hits filed as inhibitors | AlphaScreen AMA1-biotinylated RON2 peptide binding | AID 720542, 2013 | hit rate 0.2% among 360,000;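 note: potency is the fitted concentration of half-maximal effect; 0% = vehicle wells and -100% = peptide control; nearly all actives have a fitted effect of over 45% in size; some results filed as inactive show a strong effect at the top dose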
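AMA1 (3D7) with his tag at 25 nM final met compounds first, then biotinylated RON2 peptide at 25 nM; detection used donor plus acceptor beads, 10 µg/mL apiece, read by AlphaScreen after 30 min at room temperature.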
Giardia FBPA inh: qHTS Assay for Inhibitors of Fructose-1,6-bisphosphate Aldolase from Giardia Lamblia; hit rate 0.71% among 290,000; purified Giardia FBPA; Potency, µM (doses to about 59.6 µM), for the others: top-dose activity, negative = inhibition, most hits filed as inhibitors; AID 2451, 2010; note: potency is the fitted concentration of half-maximal effect; nearly all actives have a fitted effect of over 55% in size
Target sequence (A8B2U2 whole entry, looked up): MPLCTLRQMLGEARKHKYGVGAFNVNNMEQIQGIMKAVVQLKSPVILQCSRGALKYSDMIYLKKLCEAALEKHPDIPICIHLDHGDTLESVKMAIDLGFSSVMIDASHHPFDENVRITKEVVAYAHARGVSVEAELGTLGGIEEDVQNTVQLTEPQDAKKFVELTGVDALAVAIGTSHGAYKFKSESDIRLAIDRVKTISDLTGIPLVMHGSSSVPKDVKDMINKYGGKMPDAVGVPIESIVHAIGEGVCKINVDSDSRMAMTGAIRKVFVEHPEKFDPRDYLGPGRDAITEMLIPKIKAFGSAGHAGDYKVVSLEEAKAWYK
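Giardia FBPA (40 nM reagent) was preincubated 10 min at RT with compound (up to 57.5 uM final), then substrate plus GAPDH/TPI/NAD/arsenate coupling system with diaphorase/resazurin was added; resorufin fluorescence (525/598 nm) was read after 20 min.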
HCMV inh: qHTS Assay for inhibitors of the human cytomegalovirus (HCMV); activity change, negative = inhibition, % at 57.5 µM; HFF cells, HCMV-luciferase reporter, 72 h; stronger effect = lower value; hit rate 4.5% among 410,000; AID 1259415, 2018; in the data active = activity change below about -60%; inconclusive = no clear call, values can overlap the other calls; inactive = above about -39%
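Cell-based, HFFs, 1000 cells/well, 16 h 37C; cpds in DMSO + HCMV-luc, MOI 1 PFU/cell; 72 h 37C; OneGlo luminescence after 5 min RT; norm. to buffer vs Salinomycin 10uM.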
Sm TGR block: qHTS Assay for the Inhibitors of Schistosoma Mansoni Peroxiredoxins; Schistosoma mansoni thioredoxin glutathione reductase (TGR), Q962Y6; purified TGR, DTNB reduction, TNB absorbance 405 nm; Potency, µM (highest dose often 114 µM), inactives show at the highest dose activity change, negative = inhibition, usual class: inhibitors; hit rate 3% among 360,000; AID 485364, 2010; note: potency is the fitted concentration of half-maximal effect; nearly all actives have a fitted effect of over 60% in size
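TGR 20 nM + NADPH 100 uM (dispensed conc.), cpd preinc 15 min RT; start with NADPH (500 uM addition) then DTNB (15 mM addition). Kinetic TNB absorbance, 405 nm filter. Four-parameter Hill fit across titration.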
HCV inhibitor: qHTS Assay for Inhibitors of Hepatitis C Virus (HCV); Huh7.5.1 HCVcc-Cre infection, luciferase reporter, 44 h; Potency, µM (titrated, usually from 41.8 µM), inactives show at the highest dose activity change, negative = inhibition, actives largely listed as inhibitors; hit rate 3.4% among 340,000; AID 651820, 2012; note: potency is the fitted concentration of half-maximal effect
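Cells (1,000/well) were plated 4 h before compound, then infected with HCVcc-Cre virus (~0.5 moi). After 44 h further culture, infection was read as luciferase luminescence following a 15 min substrate incubation at room temperature.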
AmpC inh detg: qHTS Inhibitors of AmpC Beta-Lactamase (assay with detergent). P00811. AmpC hydrolysis of nitrocefin, absorbance 480 nm, 0.01% Triton. Potency, µM (doses to about 114 µM), for inactives: at the highest dose activity change, negative = inhibition, actives largely listed as inhibitors. hit rate 0.041% among 370,000. AID 485294, 2010;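 note: potency is the fitted concentration of half-maximal effect; 0% = no-compound wells and -100% = no-enzyme wells; nearly all actives have a fitted effect of over 25% in size; some results filed as inactive show a strong effect at the top dose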
Target sequence (P00811 whole entry, looked up): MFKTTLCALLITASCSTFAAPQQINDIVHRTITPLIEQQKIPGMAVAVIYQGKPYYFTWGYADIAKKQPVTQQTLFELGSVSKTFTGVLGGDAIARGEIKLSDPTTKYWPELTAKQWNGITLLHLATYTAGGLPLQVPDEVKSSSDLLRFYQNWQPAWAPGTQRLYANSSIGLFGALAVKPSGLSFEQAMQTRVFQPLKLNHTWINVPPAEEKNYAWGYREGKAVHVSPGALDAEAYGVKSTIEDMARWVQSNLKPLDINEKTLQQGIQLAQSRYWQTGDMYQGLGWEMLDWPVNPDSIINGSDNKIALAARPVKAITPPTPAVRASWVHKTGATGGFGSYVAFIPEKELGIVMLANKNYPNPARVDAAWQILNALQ
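20 mM phosphate pH 7.0 + 0.01% (detergent screen) or 0.0001% Triton X-100; 5.3 nM AmpC reagent; cpd preinc 15 min RT; nitrocefin (800 uM stock) to start; A480 q20 s × 4 min; Activity was normalised to no-enzyme and no-compound control wells.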
* = called active by the depositor; u = inconclusive; x = not tested or not shown; [ ] = another dose, or the depositor's remark. Unless noted, calls come from the whole dose curve; as a rule, active = well fitted curve in the direction sought with a large enough effect; inconclusive = small, poorly fitted or top-dose-only effect, or another doubt; inactive = no such curve, though single readings can be large; an effect the other way counts as inactive or inconclusive. Unless noted, % is set by controls: 0 for no effect and ±100 for the full control effect.

Results follow in this order: AMA1-RON2 inh	Giardia FBPA inh	HCMV inh	Sm TGR block	HCV inhibitor	AmpC inh detg
> Cc1cc(Br)c(NC(=O)COn2nnc3ccc(S(C)(=O)=O)cc32)c(Br)c1
    -15%	8%	-30	-6%	0%	4%
> C/C(=N/NC(=O)CNC(=O)C1COc2ccccc2O1)c1cccc(O)c1 (stereo not given)
    3%	6%	-34	0%	-24%	-8%
> Cc1cc(C)cc(NC(=O)CSc2nccn2Cc2ccco2)c1
    -4%	x	33	2%	20%	3%
> CCC(C)N1C(=O)/C(=C\c2cc3c4c(c2)CCCN4CCC3)C(=O)NC1=S (stereo not given)
    1%	-20%	-34	u	-22%	u
> O=C1NCCN2CCCC12 (stereo not given)
    4%	-27%	-11	25µM*	13%	-11%
> Cc1nn2c(=O)c(NC(=O)c3ccc(Cl)cc3)cnc2s1
    25%	4%	-39	1%	21%	u
> CC(NC(=O)C(C(=O)c1cccc([N+](=O)[O-])c1)n1cc(Cl)ccc1=O)c1ccccc1 (stereo not given)
    0%	0%	61	-3%	8%	u
> COc1ccc(CNC(=O)COC(=O)CC2CC3CCC2C3)cc1OC (stereo not given)
    13%	-6%	79	6%	-16%	10%
> Cc1nc(-c2ccc(C)c(N3CCN(C(=O)Nc4ccccc4C(F)(F)F)CC3)c2)no1
    x	x	16	2%	x	2%
> Clc1ccc2nc3c(c(-c4ccccc4)c2c1)CNCC3
    4%	1%	u	-21%	u	-7%

Next section.
Results follow in this order: AMA1-RON2 inh	Giardia FBPA inh	HCMV inh	Sm TGR block	HCV inhibitor	AmpC inh detg
> CCOC(=O)Nc1ccc2c(c1)N(C(=O)CN(CC)CC)c1ccccc1CC2
    0%	u	10	-15%	-6%	-19%
> CN(CC(=O)Nc1cccc2c1CCCC2)S(=O)(=O)c1ccc(Cl)cc1
    0%	-1%	-3	17%	u	-9%
> CCOC(=O)CSc1nc(C)[nH]c1[N+](=O)[O-]
    4%	-13%	-16	x	27%	2%
> COc1ccccc1NC(=O)COC(=O)c1ccc([N+](=O)[O-])s1
    12%	-12%	-33	u	-12%	-3%
> CCN(CC(=O)N1CCN(C)CC1)S(=O)(=O)c1ccc(Cl)cc1
    -1%	6%	15	6%	-5%	-10%
> COc1cccc(/C(C)=N/NS(=O)(=O)c2ccc(Cl)cc2)c1
    -4%	2%	-13	x	u	6%
> O=C(Nc1nnc(CCc2ccccc2)s1)c1ccccc1
    27%	-11%	0	0%	0%	4%
> O=C(C1CCCN1S(=O)(=O)c1cccc2cccnc12)N1CCN(c2ccccc2)CC1 (stereo not given)
    -6%	-5%	31	-30%	-25%	u
> O=C(NCCO)c1cc2c([nH]c3ccccc32)c(-c2ccc(F)cc2)n1
    -14%	-11%	-35	-13%	11µM*	-1%
> O=C1c2cc(S(=O)(=O)NCCCO)ccc2-c2ccc(S(=O)(=O)NCCCO)cc21
    -1%	0%	22	4%	13%	-8%

The list continues.
Results follow in this order: AMA1-RON2 inh	Giardia FBPA inh	HCMV inh	Sm TGR block	HCV inhibitor	AmpC inh detg
> C[C@H](NC(=O)[C@H](Cc1ccccc1)n1c(=O)[nH]c2ccccc2c1=O)C(=O)N1CCC(C(=O)O)CC1
    -3%	11%	-22	-19%	11%	-14%
> CCOC(=O)c1cc(-c2ccc3c(c2)OCO3)nc2onc(C)c12
    10%	11%	-32	-6%	u	u
> COc1ccc(N2CC(C(=O)NCCc3c[nH]c4ccccc34)CC2=O)cc1 (stereo not given)
    0%	16%	-34	4%	-18%	-4%
> O=C(CCN1C(=O)COc2ccccc21)NCCCN1CCN(c2ccc(F)cc2)CC1
    u	0%	-15	-1%	-8%	0%
> CC(N=C1NS(=O)(=O)c2ccccc21)c1ccccc1 (stereo not given)
    -4%	-3%	42	-7%	22%	-12%
> Cc1ccccc1COc1ccc(/C=C(\C#N)C(N)=O)cc1
    -1%	-1%	7	-6%	25%	0%
> CCOC(=O)c1[nH]c(C)c(CCC(=O)Nc2ccc(C(C)=O)cc2)c1C
    x	x	7	2%	x	19%
> COc1ccccc1NC(=S)N1CCCC1
    19%[11.6 µM]	-10%	u	2%	21%	5%
> COc1ccc(/C=N/NC(=O)c2cccc(NC(=O)c3ccccc3Cl)c2)cc1OC
    3%	6%	-13	-4%	-29%	-9%
> CCOc1ccc(C(=O)CSc2nc3cc(C(=O)NC4CCCC4)ccc3c(=O)n2CC2CCCO2)cc1 (stereo not given)
    x	x	6	7%	x	0%

Next section; the last three above are carried over.
Results follow in this order: AMA1-RON2 inh	Giardia FBPA inh	HCMV inh	Sm TGR block	HCV inhibitor	AmpC inh detg
> COc1ccccc1NC(=S)N1CCCC1
    19%[11.6 µM]	-10%	u	2%	21%	5%
> COc1ccc(/C=N/NC(=O)c2cccc(NC(=O)c3ccccc3Cl)c2)cc1OC
    3%	6%	-13	-4%	-29%	-9%
> CCOc1ccc(C(=O)CSc2nc3cc(C(=O)NC4CCCC4)ccc3c(=O)n2CC2CCCO2)cc1 (stereo not given)
    x	x	6	7%	x	0%
> O=C(N/N=C/c1ccco1)C1(O)c2ccccc2-c2ccccc21
    15%	-1%	-5	u	6%	2%
> O=C1c2ccccc2NC(c2cccc(O)c2)N1NS(=O)(=O)c1ccccc1 (stereo not given)
    5%	-8%	-5	10%	u	5%
> CCC1CCC(N2CCN(c3cccc(OC)c3)CC2)CC1 (stereo not given)
    -10%	u	u	-18%	-24%	u
> CCOC(=O)c1ccc(CC(=O)c2oc3cc(O)ccc3c2C)o1
    0%	-1%	5	28µM*	u	u
> Cn1c(N)c(C(=O)COC(=O)COc2ccc(C#N)cc2)c(=O)n(C)c1=O
    -9%	0%	-28	6%	0%	-8%
> COC(=O)c1c(NC(=O)COC(=O)CCNS(=O)(=O)c2ccccc2)sc(C)c1C
    9%	x	61	3%	-22%	0%
> Cc1cc(C)c(NC(=O)C(C)Sc2nc3ccc(N4C(=O)c5ccccc5C4=O)cc3s2)c(C)c1 (stereo not given)
    3%	-9%	10	-3%	17%	1%
> NC(=O)c1sc2nc3c(cc2c1N)CCCCCC3
    -19%	0%	u	-9%	3%	2%
> CCOc1ccc(C(=O)Nc2nnc(SCc3cc(=O)c4cc(C)ccc4[nH]3)s2)cc1
    x	x	32	6%	x	23%
> CCc1ccc(OCC(=O)N(Cc2ccc(OC)cc2)C2CCS(=O)(=O)C2)cc1 (stereo not given)
    x	x	-15	4%	x	2%

Following part
Results follow in this order: AMA1-RON2 inh	Giardia FBPA inh	HCMV inh	Sm TGR block	HCV inhibitor	AmpC inh detg
> O=C(NCCOCCOCCNC(=O)c1ccccc1)c1ccccc1
    0%	6%	33	1%	8%	8%
> CCc1c(O)nc(SCC(=O)N(CC)CC)[nH]c1=O
    18%	0%	20	x	10%	4%
> COc1ccc(S(=O)(=O)N2CCC(C(=O)N[C@H](C(=O)NCc3ccncc3)C(C)C)CC2)cc1
    -2%	x	-12	-9%	24%	6%
> O=c1[nH]cnc2sc3c(c12)CN(Cc1ccccc1)CC3
    22%	-26%	x	-19%	15%	1%
> CC(/C=C/c1ccco1)=N\NC(=O)c1cccnc1
    -4%	u	-9	35µM*	2%	-2%
> Cc1ccc(S(=O)(=O)N2CCN(C(=O)COC(=O)c3ncc(Cl)c(Cl)c3Cl)CC2)c(C)c1
    2%	x	7	x	-7%	x
> COc1ccccc1-c1nnc(SCC(=O)N2CCC(C)CC2)o1
    0%	0%	-9	-2%	15%	-15%
> O=C(COC(=O)CCc1ccccc1)NNC(=O)c1ccccc1
    11%	x	4	x	7%	x
> COc1cc(NC(=O)C(C)C)ccc1NC(=O)c1ccco1
    24%	1%	4	0%	-3%	-14%
> O=C(Nc1nnc(SCc2cccc3ccccc23)s1)C1COc2ccccc2O1 (stereo not given)
    17%	u	u	2%	34%[activator]	-11%

More results:
Results follow in this order: AMA1-RON2 inh	Giardia FBPA inh	HCMV inh	Sm TGR block	HCV inhibitor	AmpC inh detg
> CCN1CCN(Cc2ccc(NC(=O)c3ccc(C)c(NC(=O)c4nccn4C)c3)cc2C(F)(F)F)CC1
    45%[activator]	-1%	-16	10%	-12%	2%
> C=C(C)CNC(=S)Nc1cccc2cnccc12
    -9%	u	u	u	u	u
> CCc1cccc(NC(=O)CCc2nc3cccnc3n2Cc2ccc(OC)cc2)c1
    x	x	-17	3%	x	1%
> CCOC(=O)Cn1nc(-c2ccccc2)nc1-c1ccccc1
    12%	-5%	56	0%	3%	-15%
> CCOc1ccc(NC(=O)COc2ccc(C(=O)NCC3CCCO3)cc2OC)cc1 (stereo not given)
    5%[11.6 µM]	x	-1	-26%	25%	u
> Cc1cn2c(-c3ccc(Cl)cc3)nnc2s1
    -2%	-13%	-6	0%	10µM*	-12%
> Cc1ccc(OCc2nnc(SC(C)C(=O)O)n2-c2ccccc2)cc1 (stereo not given)
    24%	7%	5	5%	4%	-10%
> OCCCCCN=c1cc(-c2ccccc2)oc2ccc(Cl)cc12
    7%	4%	-62*	-29%	u	u
> O=C(CNC(=O)c1ccco1)N/N=C/c1cccs1
    7%	-2%	28	5%	4%	0%
> CCOC(=O)c1c(NC(C)=O)c2c3c(sc2n1Cc1nc(-c2ccccc2OCC)oc1C)CCCC3
    x	x	-1	16%	x	17%

The list continues:
Results follow in this order: AMA1-RON2 inh	Giardia FBPA inh	HCMV inh	Sm TGR block	HCV inhibitor	AmpC inh detg
> Nc1nc(SCc2ccccn2)c2ncn(C3CCCC3)c2n1
    -4%	x	7	x	3%	x
> O=C(COc1ccc2ccccc2c1)NNC(=O)Cc1ccccc1
    9%	-3%	17	-8%	20%	u
> CC(C)CC[C@@H](O)[C@](C)(O)C1CC[C@@]2(O)C3=CC(=O)[C@@H]4C[C@@H](O)[C@@H](O)C[C@]4(C)C3CC[C@]12C (stereo not given in full)
    -1%	x	-13	x	13%	x
> CC(=O)N1CCN(c2ccccc2NC(=O)c2cc3ccccc3o2)CC1
    9%	x	u	-5%	-19%	4%
> CC(C)NS(=O)(=O)c1ccc(NC(=O)C(C)OC(=O)CCC(=O)c2cccs2)cc1 (stereo not given)
    -5%	x	-15	6%	13%	-7%
> COc1ccccc1NC(=O)c1ccc(-c2nn(C)c(=O)c3ccccc23)cc1
    -2%	-1%	5	2%	-11%	-2%
> CCOCCCNC(=O)C1CCC(CNS(=O)(=O)c2ccc(NC(C)=O)cc2)CC1 (stereo not given)
    x	x	0	25%	x	7%
> CC(C)NC(=O)/C(C#N)=C/c1ccc2c(c1)OCCO2
    -32%	21%	-4	0%	26%	-9%
> COC(=O)c1ccccc1NC(=O)c1cc2ccccn2n1
    x	x	35	-1%	x	-6%
> COc1ccc(-c2cc(C(F)(F)F)c(C#N)c(SCC(=O)Nc3cccc(C)c3)n2)cc1
    x	x	24	10%	x	23%
> CC1(C)Cc2c(c(-c3ccccc3)[nH]c(=O)c2C#N)CO1
    1%	-26%	-9	-3%	13%	11%
> CCN1CCc2c(C#N)c(NCc3ccccc3)nc(N(CC)CC)c2C1
    -28%	-23%	-14	-11%	u	u
